# GAA inhib: inhibitors of human lysosomal alpha-glucosidase; purified human GAA, 4-MU-alpha-glucoside fluorescence; Potency, µM (top dose mostly 76.9 µM), without a hit: at the top dose activity change, negative = inhibition, hits mostly inhibitors; hit rate 0.005% among 200,000;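 note: plate controls were uninhibited enzyme wells for no effect and no-enzyme background for full effect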
#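 Endpoint fluorogenic read: 20 min room-temperature reaction of 4 nM human alpha-glucosidase with 400 uM 4-methylumbelliferyl-alpha-D-pyranoside, pH 5.0, quenched with 1M NaOH/1M glycine pH 10. AC50 from Hill modeling.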
# Tau fluor counter: counter-screen for tau fibril formation inhibitors. tau K18 P301L Alexa594 fluorescence, heparin fibrillization. AID 1463. hit rate 0.93% among 280,000. Potency, µM (top dose mostly 57.7 µM), for the others: at the highest dose activity change, negative = decrease; note: % is set by controls: 0 for no effect and ±100 for the full control effect; nearly all actives have a fitted effect of over 55% in size
#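 Human tau K18 P301L (15 uM unlabeled, 0.24 uM Alexa 594-labeled) in 100 mM sodium acetate pH 7 with 20 uM heparin, 6 hr at 37 C. ThT 30 uM added, 1 hr ambient; Alexa 594 FP and total fluorescence read at 555/632 nm.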
# GAA glycogen: alters human alpha-glucosidase cleavage of glycogen. P10253. recombinant GAA, glycogen substrate, Amplex Red glucose oxidase fluorescence. Potency, µM (top dose mostly 76.4 µM), inactives show at the highest dose activity change, negative = inhibition, usual class: inhibitors. hit rate 0.38% among 300,000. AID 2100;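 note: 0% = full enzyme reaction and -100% = no-enzyme basal signal; the screen sought inhibitors and activators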
#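 Natural-substrate format: glycogen cleavage by 4 nM human enzyme, glucose read by Amplex Red coupling (Ex 573, Em 610 nm). Normalized to enzyme and no-enzyme controls.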
# HTT ATP protect: cytoprotection in Huntington HTT-Q103 PC12 cell model | PC12 HTT-Q103 induced, cytoprotection, ATP luminescence, 40 h | Potency, µM (titrated, usually from 56.4 µM), inactives show cytoprotection (ATP increase), actives largely listed as activators | hit rate 0.14% among 230,000;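 note: % of control where 0% means no effect; nearly all actives have a fitted effect of over 45% in size; toxic huntingtin expression switched on by the ecdysone agonist tebufenozide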
#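 Quantitative HTS on tebufenozide-induced (100 nM) PC12 cells expressing HTTQ103 exon 1–GFP; compounds tested as a concentration series; survival measured via cellular ATP.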
# GAA spleen mod: lysosomal alpha-glucosidase (human) modulation; human spleen homogenate, 4-MU-alpha-glucoside fluorescence; Potency, µM (highest dose often 79.9 µM), inactives show at the highest dose activity change, negative = inhibition, most hits filed as inhibitors; hit rate 0.006% among 240,000; AID 2112;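 note: 0% = enzyme with vehicle and -100% = no enzyme basal signal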
#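 Human spleen homogenate (1 ug) incubated with compounds and 1 mM 4-methylumbelliferyl-alpha-D-glucopyranoside in pH 5.0 citrate/phosphate buffer, 37 C, 40 min. Stopped at pH 10; 4-MU fluorescence (Ex 365/Em 440 nm); AC50 by Hill fit.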
# Tau fibril ThT: blocks human tau fibril formation measured by thioflavin T | P10636 | recombinant tau K18 P301L (four-repeat tau fragment), heparin-induced fibrillization, ThT fluorescence | Potency, µM (series often up to 57.4 µM), for the others: at the top dose activity, negative = inhibition, most hits filed as inhibitors | hit rate 2.1% among 270,000 | AID 1460; note: % is set by controls: 0 for no effect and ±100 for the full control effect; nearly all actives have a fitted effect of over 55% in size
# Target sequence (P10636 561-689 P618L limits assumed): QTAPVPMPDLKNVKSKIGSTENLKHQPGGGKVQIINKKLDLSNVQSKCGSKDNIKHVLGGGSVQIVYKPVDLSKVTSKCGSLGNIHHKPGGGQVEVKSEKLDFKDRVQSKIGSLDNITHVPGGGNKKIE
#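 Heparin-induced (20 uM) aggregation of recombinant human K18 P301L tau, 15 uM unlabeled with 0.24 uM labeled, pH 7 acetate buffer, 6 hr at 37 C with compound. Fibrils quantified by 30 uM ThT fluorescence after 1 hr ambient incubation.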
# GLA spleen mod: alpha-galactosidase A (human) modulation; human spleen homogenate, 4MU-alpha-Gal fluorescence, 40 min; P06280; Potency, µM (series often up to 80 µM), for inactives: top-dose activity change, negative = inhibition, most hits filed as inhibitors; hit rate 0.008% among 240,000;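 note: 0% = enzyme with vehicle and -100% = no enzyme basal signal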
# Target sequence (P06280 32-429 limits assumed): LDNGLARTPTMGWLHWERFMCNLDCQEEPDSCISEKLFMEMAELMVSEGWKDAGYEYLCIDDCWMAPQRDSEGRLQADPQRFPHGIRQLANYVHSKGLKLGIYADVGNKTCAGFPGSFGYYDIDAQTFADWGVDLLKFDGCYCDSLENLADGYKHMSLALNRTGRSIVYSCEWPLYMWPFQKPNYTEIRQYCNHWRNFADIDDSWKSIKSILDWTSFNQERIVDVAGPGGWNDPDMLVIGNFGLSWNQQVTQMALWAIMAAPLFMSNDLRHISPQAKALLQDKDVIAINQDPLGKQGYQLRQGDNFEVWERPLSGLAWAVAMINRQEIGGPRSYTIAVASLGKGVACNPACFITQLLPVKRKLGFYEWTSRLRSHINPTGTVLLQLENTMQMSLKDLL
#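 Human spleen homogenate (1 ug) as enzyme source, 4-methylumbelliferyl-alpha-D-galactopyranoside 1 mM final, citrate/phosphate pH 5.0 with 0.01% Tween-20. Compounds 40 min at 37C, NaOH/glycine stop; fluorescence Ex 365/Em 440, Hill-fit AC50.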
# Tau fibril FP: tau fibrillization inhibition (FP) | P10636 | K18 P301L tau heparin fibrillization, Alexa594 FP, 6 h | Potency, µM (series often up to 57.7 µM), without a hit: at the highest dose activity, negative = inhibition, usual class: inhibitors | hit rate 0.39% among 280,000 | AID 1468; note: % is set by controls: 0 for no effect and ±100 for the full control effect; nearly all actives have a fitted effect of over 55% in size
#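 Human tau K18 […] P301L fragment, 15 uM unlabeled plus 0.24 uM Alexa 594-labeled tau (final), with compound and 20 uM heparin in 100 mM sodium acetate pH 7; 6 hr at 37 C, then Alexa 594 FP read.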
# Starred values were filed as active, the others as inactive; u = inconclusive; x = no result given; [ ] = dose if it differs, or a comment. Calls come from the whole dose curve; as a rule, active = well fitted curve in the direction sought with a large enough effect; inconclusive = small, poorly fitted or top-dose-only effect, or another doubt; inactive = no such curve, though single readings can be large; an effect the other way counts as inactive or inconclusive. Potency is the fitted concentration of half-maximal effect. Compounds as they come; 3.3% or so of the library scored in one or more.
# The opening 8 compounds, ahead of the listing:
cpd	molecule	HTT ATP protect	GLA spleen mod	Tau fibril ThT	GAA spleen mod
1	COC(=O)c1cc(C(C)=O)n2ccccc12	6%	-5%	-7%	-10%
2	CCCN(CCC)CC(=O)NCC1(c2ccccc2)CCOCC1	16%[10 µM]	4%	2%	u
3	COc1ccc([N+](=O)[O-])cc1NC(=O)C(C)Sc1ccccc1 (stereo unspecified)	18%[10 µM]	-18%	0%	2%
4	S=C(Nc1ccc(Cl)cc1)NC1CC2CCCC(C1)N2C1CC1 (stereo unspecified)	11%[10 µM]	-3%	9%	-10%
5	CC(C)(C)OC(=O)CC[C@@H](C(=O)N1CCN(C(=O)OC(C)(C)C)CC1)n1cc(C(Cc2ccc(O)cc2)NC(=O)OC(C)(C)C)nn1 (stereo partly specified)	12%[10 µM]	-2%	-5%	2%
6	CN=Cc1sc2ccccc2c1O	-5%	1%	-17%	-6%
7	Cc1ccc2c(c1)C(=O)C(=O)N2CCOc1ccccc1	-80%[inhibitor][10 µM]	7%	u	0%
8	Cc1ccc(C)c(N2CCN(CCCNC(=O)Cn3c(-c4cccs4)cc4ccccc43)CC2)c1	x	x	u	x

cpd	GAA glycogen	GAA inhib	Tau fibril FP	Tau fluor counter
1	2%	3%	5%	-4%
2	2%	-10%	-17%	-2%
3	-6%	-5%	0%	-22%
4	-2%	-5%	-4%	-13%
5	2%	x	0%	-3%
6	-10%	-4%	0%	-11%
7	-15%	14%	2%	-11%
8	-23%[76.3 µM]	x	11%	-29%

# The whole of this part (from the top)
cpd	molecule	HTT ATP protect	GLA spleen mod	Tau fibril ThT	GAA spleen mod
1	COC(=O)c1cc(C(C)=O)n2ccccc12	6%	-5%	-7%	-10%
2	CCCN(CCC)CC(=O)NCC1(c2ccccc2)CCOCC1	16%[10 µM]	4%	2%	u
3	COc1ccc([N+](=O)[O-])cc1NC(=O)C(C)Sc1ccccc1 (stereo unspecified)	18%[10 µM]	-18%	0%	2%
4	S=C(Nc1ccc(Cl)cc1)NC1CC2CCCC(C1)N2C1CC1 (stereo unspecified)	11%[10 µM]	-3%	9%	-10%
5	CC(C)(C)OC(=O)CC[C@@H](C(=O)N1CCN(C(=O)OC(C)(C)C)CC1)n1cc(C(Cc2ccc(O)cc2)NC(=O)OC(C)(C)C)nn1 (stereo partly specified)	12%[10 µM]	-2%	-5%	2%
6	CN=Cc1sc2ccccc2c1O	-5%	1%	-17%	-6%
7	Cc1ccc2c(c1)C(=O)C(=O)N2CCOc1ccccc1	-80%[inhibitor][10 µM]	7%	u	0%
8	Cc1ccc(C)c(N2CCN(CCCNC(=O)Cn3c(-c4cccs4)cc4ccccc43)CC2)c1	x	x	u	x
9	CC1CCN(S(=O)(=O)c2ccc3c(c2)C(=NO)c2cc(S(=O)(=O)N4CCC(C)CC4)ccc2-3)CC1	-92%[inhibitor]	14%	2%	0%
10	COCCn1c(SCC(=O)c2ccccc2)nc2c(c1=O)SC(C)C2 (stereo unspecified)	-1%	-3%	-12%	-7%
11	Cc1ccc(S(=O)(=O)N2CCN(Cc3ccccn3)CC2)cc1	28%[10 µM]	7%	-11%	-10%
12	COc1cccc(CNC(=O)C(=O)NCCc2ccc(OC)c(OC)c2)c1	2%[0.074 µM]	-7%	3%	2%

cpd	GAA glycogen	GAA inhib	Tau fibril FP	Tau fluor counter
1	2%	3%	5%	-4%
2	2%	-10%	-17%	-2%
3	-6%	-5%	0%	-22%
4	-2%	-5%	-4%	-13%
5	2%	x	0%	-3%
6	-10%	-4%	0%	-11%
7	-15%	14%	2%	-11%
8	-23%[76.3 µM]	x	11%	-29%
9	5%	u	u	-6%
10	-8%	1%	-4%	-7%
11	-5%	2%	-3%	-5%
12	11%	-2%	-8%	6%

# Further records follow:
cpd	molecule	HTT ATP protect	GLA spleen mod	Tau fibril ThT	GAA spleen mod
13	O=C(NCCN1CCCC1)c1ccc(Cn2c(=S)[nH]c3cc4c(cc3c2=O)OCO4)cc1	-6%[0.074 µM]	-1%	u	-4%
14	CCc1ccc2c(c1)c1nnc(NN)nc1n2C	8%[10 µM]	-1%	u	-2%
15	Cn1c(=O)oc2cc(S(=O)(=O)N3CCCC(C(=O)N4CCN(c5ccc(Cl)cc5)CC4)C3)ccc21 (stereo unspecified)	x	x	-8%	x
16	COc1cc2c(cc1OC)CN(C(=O)c1sccc1C)CC2	-3%[10 µM]	-6%	-8%	-3%
17	Cc1nc(N2CCN(Cc3ccccc3)CC2)nc2c1CCC2	-25%	-5%	2%	x
18	CS(=O)(=O)N(CC(=O)NCc1ccccc1)C1CCCCC1	1%[1.9 µM]	-2%	-1%	-5%
19	C=CCN(C(=O)c1ccc(Cl)cc1)c1ccccc1C(=O)NCC(=O)O	2%[10 µM]	-15%	12%	0%
20	Cc1cccc(CNc2cc(-c3cccc(NS(C)(=O)=O)c3)ncn2)c1	-12%	-25%	-11%	-5%
21	COc1ccc(-c2nc(=S)n3ccsc3n2)cc1OC	7%[10 µM]	1%	u	4%
22	CC(=O)Nc1ccc(S(=O)(=O)NC2(C(F)(F)F)N=C(c3ccccc3)NC2=O)cc1 (stereo unspecified)	-9%[10 µM]	-9%	-5%	-7%
23	CCC(Cn1nnc2ccccc2c1=O)NC(=O)Nc1ccccc1Cl (stereo unspecified)	x	x	u	x
24	CCOC(=O)c1cnc(SCC(=O)Nc2ccccc2C(=O)OC)nc1N	22%[1.9 µM]	-3%	-5%	-10%

cpd	GAA glycogen	GAA inhib	Tau fibril FP	Tau fluor counter
13	4%	2%	8%	-27%
14	u	x	u	-17%
15	-3%[76.3 µM]	x	7%	-18%
16	5%	x	-4%	-10%
17	8%	-3%	3%	2%
18	-10%	-2%	0%	-3%
19	9%	-1%	8%	4%
20	x	x	-8%	-27%
21	-9%	-2%	-4%	-1%
22	-2%	-2%	-6%	-3%
23	10%[76.3 µM]	x	-5%	-12%
24	-19%	-9%	-4%	-10%

# Next part.
cpd	molecule	HTT ATP protect	GLA spleen mod	Tau fibril ThT	GAA spleen mod
25	Cc1cccc(N2CCN(C(=O)C3CCN(S(=O)(=O)c4cccc5cccnc45)CC3)CC2C)c1 (stereo unspecified)	-14%	-14%	-13%	-2%
26	Cc1ccc(-c2csc(N=C(N)N)n2)c(C)c1	-5%[10 µM]	8%	u	-3%
27	O=C(Nc1nn[nH]n1)c1cccc([N+](=O)[O-])c1	-21%	-1%	13%	2%
28	Cc1cccc(Cn2c(SCc3ccc(C(=O)NCCc4ccccc4)cc3)nc3cccnc32)c1	x	x	-2%	x
29	C/C(=N/NC(=O)c1sc(NS(=O)(=O)c2ccc(C)cc2)nc1C)c1sc(N)nc1C	-53%[inhibitor]	2%	-3%	-4%
30	CC(C)c1ccc(-c2csc(NC(=O)c3cccs3)c2C(=O)O)cc1	-74%[inhibitor]	4%	u	-4%
31	O=C1NC[C@H](c2ccccc2)N(CC2CCCCC2)C1=O	13%[10 µM]	-6%	-4%	-3%
32	O=C(Nc1cccnc1)C1CC(c2ccc(Cl)c(Cl)c2)=NO1 (stereo unspecified)	7%[10 µM]	-4%	-3%	-6%
33	Cn1cc(C(=O)N2CCc3ccccc3C2)c(=O)c2cc(S(=O)(=O)N3CCCCC3)ccc21	x	3%	0%	-2%
34	CC(C)(C)C(=O)N1CCCC1C(=O)O (stereo unspecified)	10%	3%	-7%	6%
35	Cc1ccc(C(C)(C)C)c(OCCOCCN2CCCC2)c1	-25%[10 µM]	8%	-5%	3%
36	CC(C)c1ccc(OCC(=O)N(Cc2ccc(N(C)C)cc2)C2CCS(=O)(=O)C2)cc1 (stereo unspecified)	x	x	-16%	x

cpd	GAA glycogen	GAA inhib	Tau fibril FP	Tau fluor counter
25	-6%	-34%[15.4 µM]	0%	-11%
26	-1%	-6%[15.4 µM]	15%	u
27	3%	2%	4%	13%
28	-12%[76.3 µM]	x	-4%	-16%
29	u	2%	-2%	-4%
30	-6%	1%	10%	-23%
31	6%	x	7%	8%
32	-1%	-12%	-3%	-11%
33	-2%	2%	-3%	4%
34	7%	-3%[15.4 µM]	5%	-8%
35	-2%	-11%	-1%	-2%
36	u	x	1%	-18%

# More compounds follow.
cpd	molecule	HTT ATP protect	GLA spleen mod	Tau fibril ThT	GAA spleen mod
37	CCc1ccc2nc(N3CCN(C)CC3)c(C#N)cc2c1	-12%[10 µM]	4%	-12%	2%
38	CCOCCCNC(=O)C1CCCN(Cc2nc(-c3ccc(CC)cc3)oc2C)C1 (stereo unspecified)	x	x	-4%	x
39	COc1cc(NC(=O)c2ncn[nH]2)cc(OC)c1OC	-23%[0.074 µM]	1%	-5%	-5%
40	O=C(Nc1ccc(O)cc1)c1cc(S(=O)(=O)N2CCCC2)ccc1Cl	3%	-11%	-4%	1%
41	COCCNCc1ccccc1	-3%	8%	-7%	4%
42	O=C(c1ccc(Cl)cc1)c1oc2ccccc2c1CS(=O)(=O)c1ccccc1	7%	-6%	-19%	2%
43	CCNS(=O)(=O)c1c(C)cc(N2CCCC2=O)cc1C	3%	14%	-3%	3%
44	COc1cccc(NS(=O)(=O)c2cc(C)ccc2OC)c1	13%	-6%	-10%	-8%
45	CCOC(=O)c1[nH]c(C)c(C(=O)NC2CCCC2)c1C	-3%	1%	-7%	3%
46	CCOc1cc2[nH]c(=O)n(CCCC(=O)N(C)Cc3ccccc3)c(=O)c2cc1OCC	-12%	-9%	5%	-18%
47	COc1cccc(N2CCN(c3ncccn3)CC2)c1	-3%	7%	u	5%

cpd	GAA glycogen	GAA inhib	Tau fibril FP	Tau fluor counter
37	0%	6%	-5%	-6%
38	20%[76.3 µM]	x	-2%	-3%
39	6%	1%	-4%	-5%
40	-11%	2%	10%	-2%
41	2%	-3%	2%	-2%
42	-2%	1%	-6%	u
43	-3%	-1%	5%	4%
44	-18%	2%	2%	-11%
45	u	-13%	15%	-2%
46	5%	0%	-1%	1%
47	7%	-2%	3%	-7%

# Assay outcomes from PubChem.
